Assay outcomes deposited in PubChem by several laboratories.
CDK5 inh: CDK5/p35 (human) kinase inhibition; inhibition, % at 10 µM; AID 488839; 0.01% of 330,000 active; Q00535+Q15078; Recombinant CDK5/p35, ADP-Glo luminescence, 60 min;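 active = highest replicate inhibition of at least 50% and at least 75% of replicates reaching 50%; inconclusive = only one of the two criteria met; inactive = both criteria failed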;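 note: plate controls were DMSO neutral control for no effect and GW8510 at 10 µM for full effect; many of its hits are not listed in these tables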
Target sequence (Q00535 whole entry, looked up): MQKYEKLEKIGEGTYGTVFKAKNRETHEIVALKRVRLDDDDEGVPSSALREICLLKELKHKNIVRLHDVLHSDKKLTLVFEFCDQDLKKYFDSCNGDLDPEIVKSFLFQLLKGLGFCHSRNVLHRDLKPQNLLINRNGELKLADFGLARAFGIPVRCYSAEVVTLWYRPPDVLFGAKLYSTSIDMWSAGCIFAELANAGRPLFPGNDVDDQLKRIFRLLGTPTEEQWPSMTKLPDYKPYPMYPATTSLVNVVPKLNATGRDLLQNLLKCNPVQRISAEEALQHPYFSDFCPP
Target sequence (Q15078 whole entry, looked up): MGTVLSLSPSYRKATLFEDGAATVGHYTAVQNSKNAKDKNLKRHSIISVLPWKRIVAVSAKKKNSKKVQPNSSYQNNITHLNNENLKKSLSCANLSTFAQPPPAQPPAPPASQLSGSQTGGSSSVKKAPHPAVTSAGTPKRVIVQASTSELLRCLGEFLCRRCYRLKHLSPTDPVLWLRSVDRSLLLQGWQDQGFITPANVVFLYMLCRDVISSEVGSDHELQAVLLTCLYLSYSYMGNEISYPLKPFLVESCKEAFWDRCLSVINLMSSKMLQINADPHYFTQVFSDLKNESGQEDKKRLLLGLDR
RTF Ca sens act: cardiac RTF calcium sensitization. 0.24% of 340,000 active. IANBD-labeled TnC RTF fluorescence at EC20 calcium; 0% EC20 calcium, 100% full calcium. activation, % at 7.2 µM. P19429+P45379;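 active = activation above the mean over all tested compounds plus 3 SD, cut at about 30% in these data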;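 note: rise in fluorescence read as greater calcium sensitivity of cardiac thin filaments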
LANA DNA inh: inhibitors of KSHV LANA C-terminal domain DNA binding; 0.078% of 340,000 active; MBP-C-LANA/FAM-LBS DNA binding, fluorescence polarization; inhibition, % at 9 µM;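 active = highest replicate inhibition at or above 60% at 9 µM, even if other replicates fall short; inactive = all replicates below 60% inhibition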;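 note: 0% = neutral control wells and 100% = 4 µM acridine orange control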
Rtt109 Vps75: inhibitors of Candida albicans Rtt109/Vps75 histone acetyltransferase | purified Rtt109/Vps75, ThioGlo CoA-SH fluorescence, 4 h | inhibition, % at 34.9 µM | 0.16% of 330,000 active;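 active = inhibition of at least 50% in every replicate; inconclusive = best replicate reaches 50% inhibition but some replicates fall short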
NSD2 inh: inhibitors of human histone methyltransferase NSD2; inhibition, % at 12.5 µM; NSD2 peptide methylation, AlphaScreen, 120 min; AID 743445; O96028; 0.54% of 310,000 active; in the data active = inhibition above about 50%
Keap1 Nrf2 FP: inhibitors of human Keap1-Nrf2 protein-protein interaction | inhibition, % at 9.4 µM | Keap1 Kelch-Nrf2 peptide fluorescence polarization, 1536-well | Q14145 | AID 504523 | 0.15% of 340,000 active; in the data active = inhibition above about 12%; inconclusive = no clear call, values can overlap the other calls; inactive = below about 7.3%;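 note: human Keap1 Kelch domain with fluorescein labeled Nrf2 9mer peptide probe; 0% = neutral control wells and 100% = peptide positive control; higher means more block of Keap1 binding to Nrf2 peptide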
PvdQ inh: blocks Pseudomonas aeruginosa PvdQ acylase activity; inhibition, % at 10 µM; 0.063% of 340,000 active; purified PvdQ acylase, fluorescence plate reader; AID 488965; in the data active = inhibition above about 30%, passing the limit was not always enough; inconclusive = no clear call, values can overlap the other calls;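 note: 0% = vehicle neutral wells and 100% = reference inhibitor wells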
dFosB activator: activators of mouse delta FosB homodimer | P13346 | purified delta FosB, TAMRA-CDK5 oligo fluorescence polarization; percent of positive-control signal above neutral wells | activation, % at 25 µM | 0.99% of 340,000 active | AID 493131;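 active = mean activation above about 17%, with every replicate also reaching it, limit read from the data, passing the limit was not always enough; inconclusive = only one of the two conditions met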;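 note: fluorescence polarization rise as delta FosB binds a TAMRA Cdk5 AP-1 oligo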
Target sequence (P13346 whole entry, looked up): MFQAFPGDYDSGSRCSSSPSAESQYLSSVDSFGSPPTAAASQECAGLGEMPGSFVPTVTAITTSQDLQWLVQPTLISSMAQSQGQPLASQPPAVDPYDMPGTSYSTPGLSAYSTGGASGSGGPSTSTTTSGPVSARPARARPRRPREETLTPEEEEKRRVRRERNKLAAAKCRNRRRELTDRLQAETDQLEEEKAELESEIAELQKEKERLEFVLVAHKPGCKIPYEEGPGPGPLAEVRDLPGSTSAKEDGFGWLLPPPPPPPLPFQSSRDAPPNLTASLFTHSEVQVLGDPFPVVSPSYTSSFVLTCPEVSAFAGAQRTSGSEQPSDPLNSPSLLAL
PfHsp90 yeast 2: growth inhibition of yeast expressing Plasmodium Hsp90; inhibition, % at 9.4 µM; 0.32% of 310,000 active; S. cerevisiae expressing PfHsp90, BacTiter-Glo ATP, 48 h; yeast lacking PDR1 and PDR3 efflux regulators;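 active = every replicate shows inhibition above about 80%, whatever the replicate mean, limit read from the data; inconclusive = mean inhibition reaches the set limit but some replicate falls short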;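 note: 0% = DMSO neutral controls and 100% = 20 µM radicicol positive controls; yeast relying on Plasmodium falciparum Hsp90 in place of its own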
Cardiac RTF inh: cardiac RTF calcium desensitization. 0.12% of 340,000 active. inhibition, % at 7.15 µM. IANBD-labeled cardiac RTF, Ca2+ fluorescence;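 active = inhibition above the mean inhibition of all tested compounds plus 3 SD, cut at about 17% in these data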;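 note: assay run at fixed EC70 calcium of 1.6 mM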
SUMO Mot1 rescue: inhibitors of SUMOylation pathway: yeast Mot1-301 growth rescue. 1% of 320,000 active. S. cerevisiae Mot1-301 growth rescue, ATP luminescence, 38.5C; percent above DMSO median, 100 means doubled. growth rescue, % at 18.8 µM;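 active = every valid replicate shows activation above 250% relative to neutral control wells; inactive = the rest, any valid replicate at or below 250%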;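 note: OY570 slx delta 5 strain wells were the positive control but not used for scaling; some compounds called inactive have numbers as strong as hits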
Numbers without * were called inactive; u = inconclusive; x = not tested or not shown; + = active, no number. No enrichment for hits. About 3.2% of those tested had a hit in this group.

SMILES	CDK5 inh	RTF Ca sens act	LANA DNA inh	Rtt109 Vps75	NSD2 inh	Keap1 Nrf2 FP	PvdQ inh	dFosB activator	PfHsp90 yeast 2	Cardiac RTF inh	SUMO Mot1 rescue
COc1ccc2c(=O)c3c(=O)n(-c4ccccc4)c(-c4ccco4)nc3oc2c1	1.3	2	-1.0	-5	1	3	-6	-17	-22	0	127
C[C@H](CO)N1C[C@H](C)[C@@H](CN(C)C(=O)Nc2ccc(C(F)(F)F)cc2)Oc2ccc(NC(=O)Cn3cnnn3)cc2C1=O	0.1	5	-0.3	10	x	0	0	1	13	-7	3
COc1ccc(CN(C(=O)c2cc3ccccc3oc2=O)C2CCCC2)cc1	-3.1	0	0.0	3	-7	-4	-9	-14	9	2	-14
O=C(NC1=NCCS1)c1cc(-c2ccc(F)cc2)nc2ccccc12	-0.4	4	-2.2	-6	1	4	-7	-22	-5	6	0
CS(=O)(=O)Nc1ccc(C(=O)Nc2ccc(S(=O)(=O)N3CCCCC3)cc2)cc1	-0.8	1	-0.4	-2	-1	4	0	-4	12	4	30
COC(=O)CSc1nnc(COc2cccc3ccccc23)o1	0.6	-2	0.0	-1	-4	-1	-9	-9	-5	-10	22
COc1ccc(Nc2cc(Nc3ccccc3)ncn2)cc1	3.0	-2	-4.3	-4	-2	-2	-8	4	-9	-16	114
O=C(/C=C/c1ccccc1)NCCC1=CCCCC1	-0.3	2	0.5	1	-1	-4	-4	0	9	-3	0
COc1cc2c(cc1OC)-c1cc(NC3CCCCC3)nc(=O)n1CC2	-1.6	-4	2.1	3	3	4	-7	-3	1	-9	90
Cc1cc(NC(=O)CSc2nc(Cc3ccc(O)cc3)c(C)[nH]2)no1	x	-7	0.1	14	-1	-5	9	1	20	-3	-13
c1ccc(-c2ccncc2)nc1	0.3	9	-0.8	-8	x	0	-7	2	-11	1	-16
Cc1nc2ccccc2c(=O)n1-c1ccc(NS(=O)(=O)c2ccc(F)cc2F)cc1	0.7	-1	-0.2	14	-1	5	10	-13	-5	2	3
COc1ccc2c(c1OC)C(=O)N(C(C)C(=O)O)C2=O (centres undefined)	1.7	-1	2.1	x	-2	0	7	-8	4	-4	-12
N#CC1=C2SCCN2C(=O)C(C#N)C12CCCCC2 (centres undefined)	1.2	-5	0.8	-3	0	0	5	7	1	-6	12
CCn1ncc(Cl)c1C(=O)Nc1ccncc1	-0.1	-6	-0.7	0	0	0	-2	2	15	1	2
CSc1cccc(NC(=O)CCc2ccccc2)c1	-0.7	-5	1.7	-1	8	2	-11	-3	-15	-4	-14
Cc1ccc(S(=O)(=O)CCC(=O)OCC(=O)NNC(=O)c2ccc([N+](=O)[O-])cc2)cc1	1.3	-3	0.2	0	3	3	-2	1	-34	2	-3
CCOc1ccc(NC(=S)N2c3ccccc3CC2C)cc1 (centres undefined)	-0.9	6	0.1	3	-2	-2	-26	-11	-8	-9	-6
Cc1ccc(OCc2nnc(SCC(=O)c3cccs3)n2-c2ccccc2)cc1C	-0.5	-2	-0.5	3	3	1	9	-8	12	0	-1
Cc1ncc2c(c1OC(=O)c1ccccc1)COC(C)(C)OC2	-16	-3	0.0	11	-1	-5	-15	-6	x	-7	-21

As a working copy, 12 of the compounds above:
SMILES	CDK5 inh	RTF Ca sens act	LANA DNA inh	Rtt109 Vps75	NSD2 inh	Keap1 Nrf2 FP	PvdQ inh	dFosB activator	PfHsp90 yeast 2	Cardiac RTF inh	SUMO Mot1 rescue
COC(=O)CSc1nnc(COc2cccc3ccccc23)o1	0.6	-2	0.0	-1	-4	-1	-9	-9	-5	-10	22
COc1ccc(Nc2cc(Nc3ccccc3)ncn2)cc1	3.0	-2	-4.3	-4	-2	-2	-8	4	-9	-16	114
O=C(/C=C/c1ccccc1)NCCC1=CCCCC1	-0.3	2	0.5	1	-1	-4	-4	0	9	-3	0
COc1cc2c(cc1OC)-c1cc(NC3CCCCC3)nc(=O)n1CC2	-1.6	-4	2.1	3	3	4	-7	-3	1	-9	90
Cc1cc(NC(=O)CSc2nc(Cc3ccc(O)cc3)c(C)[nH]2)no1	x	-7	0.1	14	-1	-5	9	1	20	-3	-13
c1ccc(-c2ccncc2)nc1	0.3	9	-0.8	-8	x	0	-7	2	-11	1	-16
Cc1nc2ccccc2c(=O)n1-c1ccc(NS(=O)(=O)c2ccc(F)cc2F)cc1	0.7	-1	-0.2	14	-1	5	10	-13	-5	2	3
COc1ccc2c(c1OC)C(=O)N(C(C)C(=O)O)C2=O (centres undefined)	1.7	-1	2.1	x	-2	0	7	-8	4	-4	-12
N#CC1=C2SCCN2C(=O)C(C#N)C12CCCCC2 (centres undefined)	1.2	-5	0.8	-3	0	0	5	7	1	-6	12
CCn1ncc(Cl)c1C(=O)Nc1ccncc1	-0.1	-6	-0.7	0	0	0	-2	2	15	1	2
CSc1cccc(NC(=O)CCc2ccccc2)c1	-0.7	-5	1.7	-1	8	2	-11	-3	-15	-4	-14
Cc1ccc(S(=O)(=O)CCC(=O)OCC(=O)NNC(=O)c2ccc([N+](=O)[O-])cc2)cc1	1.3	-3	0.2	0	3	3	-2	1	-34	2	-3

(next part)
SMILES	CDK5 inh	RTF Ca sens act	LANA DNA inh	Rtt109 Vps75	NSD2 inh	Keap1 Nrf2 FP	PvdQ inh	dFosB activator	PfHsp90 yeast 2	Cardiac RTF inh	SUMO Mot1 rescue
O=C(O)c1ccccc1-n1c(-c2ccccc2)cc2c1CCCC2=O	0.1	2	-0.4	-9	-1	-4	-12	-10	14	-4	201
CCN(CC(=O)NCc1cccs1)C(=O)COc1ccc(C(C)=O)cc1	-0.3	2	0.2	1	-1	-3	-9	-1	6	-11	-6
CCCC(C)C(=O)NCc1ccc2c(c1)OCO2 (centres undefined)	2.9	-3	-1.2	1	1	-5	-17	7	21	1	35
CC(NCC1(N2CCOCC2)CCCCC1)C(=O)Nc1ccc(Cl)cc1Cl (centres undefined)	-1.1	3	-0.9	1	0	-2	-6	2	-5	2	2
O=C(Cc1coc2ccc3ccccc3c12)NC1CCCc2ccccc21 (centres undefined)	1.3	0	-0.5	2	-1	5	5	u	11	-10	x
Cc1ccc(C2(C)NC(=O)N(CC(=O)Nc3c(C)n(C)n(-c4ccccc4)c3=O)C2=O)cc1 (centres undefined)	0.2	-2	-0.9	-5	3	-1	-12	8	1	-20	599
CN(C(=O)c1ccc(NC(=O)Cc2cccc(NC(=O)C3CCCN(C(=O)C4CC4)C3)c2)cc1)C1CC1 (centres undefined)	0.4	0	-1.5	7	x	2	-5	-3	-6	-2	x
CCN1CCN(C(C(=O)NC2CCCCC2)c2ccc(Cl)cc2)CC1 (centres undefined)	1.2	10	-0.5	1	0	-2	1	-7	x	-5	25
CN(C)CCCN(C(=O)c1ccc(S(=O)(=O)N2CCc3ccccc32)cc1)c1nc2ccc(F)cc2s1	0.0	-3	-0.8	25	1	5	-1	-15	-3	3	2
CCS(=O)(=O)c1cc([N+](=O)[O-])c(Sc2ccccc2NC(C)=O)s1	-0.3	5	0.4	4	-2	0	-11	-12	-13	-4	-2
CCOCc1nnc(NC(=O)C2CCN(C(=O)c3ccco3)CC2)s1	-0.9	-6	0.7	-11	-3	2	-9	-1	15	-20	-23
NC(=O)CC(NC(=O)c1cccc(Br)c1)c1ccc(N2CCN(c3ccccn3)CC2)c([N+](=O)[O-])c1 (centres undefined)	-0.1	2	-0.5	-1	x	-3	-5	-5	-19	-5	-2
Cn1c(=O)c(C(=O)NCc2ccccc2)c(O)c2ccccc21	0.1	-2	0.0	0	-5	-1	-3	6	4	1	-11
CC1Cc2ccccc2N1CC(=O)NCc1ccc2c(c1)OCO2 (centres undefined)	-3.2	0	0.6	-2	0	-4	-7	-6	-10	-2	-10
COc1ccc(/C=C2\NC(=S)N(CC3CCCO3)C2=O)c(OC)c1C (centres undefined)	-1.4	-2	0.4	-7	8	-7	-6	-8	-38	-2	14
CC(C)(C)C1=NN(c2ccc([N+](=O)[O-])cc2)C(c2ccccc2)C1 (centres undefined)	-0.6	-4	0.1	x	5	1	-2	5	-16	-7	11
CCC1C(=O)Nc2nc(-c3ccccc3)c(-c3ccccc3)n2N=C1C (centres undefined)	1.0	-2	1.0	-2	4	0	-12	-1	-42	-3	14
O=[N+]([O-])c1c(NCCO)cc(N2CCC3(CC2)OCCO3)c2nonc12	0.2	-8	-0.9	33	7	-1	7	-3	8	3	-11
COc1ccc(S(=O)(=O)Nc2ccc(NC(C)=O)cc2)cc1OC	-0.4	7	0.6	4	-2	2	-1	-1	-18	0	+
CCOC(=O)N1CCN(Cc2nc(-c3ccc(C)cc3)no2)CC1	0.7	2	-1.6	-28	2	-1	-16	-1	-30	-3	5
CSCCC(NC(=O)C1CCCC1)c1nnc2ccccn12 (centres undefined)	0.5	-5	-1.3	5	-6	2	-10	-9	-5	1	-4
O=C1NCC(COc2ccc(Cl)cc2)O1 (centres undefined)	1.1	1	-0.2	0	-1	1	11	0	19	2	0
O=C(O)c1ccccc1NC(c1ccccc1)c1ccc2cccnc2c1O (centres undefined)	8.2	-10	-1.8	5	x	-45	0	-16	121*	-4	x
C=CCC1(O)C(=O)N2C(=C1C(=O)OCC)c1ccc3ccccc3c1CC2(C)C (centres undefined)	-1.6	-5	2.5	3	1	0	7	-14	x	-6	-10
CCOCCCNC(=O)CN1CCN(c2ccc(F)cc2)CC1	1.4	4	-0.4	-3	x	-2	-4	0	0	8	-10
COc1c(Cl)cc(Cl)cc1C(=O)Nc1ccc(NC(=O)c2cccs2)cc1	-8.4	5	0.5	-2	-3	-3	-1	2	15	6	68
CCOc1ccc2nc(SCC(=O)N3c4ccccc4Sc4ccccc43)sc2c1	0.3	7	-0.3	-2	1	-1	3	0	2	2	-5
Cc1ccc(S(=O)(=O)N(CC(=O)NCc2ccncc2)Cc2ccc(F)cc2)cc1	-1.6	6	-0.5	-4	2	0	-6	-5	4	-5	51
CSCCC(NS(=O)(=O)c1ccccc1F)C(=O)OCc1ccccc1Cl (centres undefined)	0.7	-4	-0.5	-1	0	-3	-3	-4	-11	-10	3
Cc1ccc(NC(=O)CN(C)C(=O)CCC(=O)N2CCOCC2)cc1	-1.5	0	-0.4	-4	-2	0	-13	-2	17	-14	10
CCN(CC)CCNC1=CC(=O)OC12CCCCC2	-1.1	6	-0.4	8	30	-6	11	4	4	-1	787
